Screening results from PubChem.
Hep lipid drop = modulators of hepatic lipid droplet formation | actives 0.4% (n = 240,000) | AML12 mouse hepatocytes, oleate lipid droplets, BODIPY imaging | inhibition, % at 6.5 µM;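 active = lipid droplet intensity inhibited by at least 50%, with more than 500 cells counted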
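Test system: AML12 mouse liver cells; schedule: overnight exposure; technique: high-content imaging of BODIPY-stained droplets and DAPI nuclei; read-out: % inhibition of corrected integrated BODIPY droplet signal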
ER stress rescue = rescue of cells from ER stress-induced death, primary screen, 384-well, CSM14.1, thapsigargin, ATP luminescence (AID 1222); CSM14.1 thapsigargin-induced death rescue, ATP luminescence; higher % means a stronger effect; one-dose cellular ATP content (survival), % at 20 µM; EC50 in µM for titrated hits; 190,000 tested, under 10 active;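 active = EC50 below 50 µM in the dose-response confirmation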;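 also: death triggered by thapsigargin at about 15 µM added after 2 h compound pretreatment; cell ATP read after overnight thapsigargin exposure of roughly 18 to 22 hours; normalized against plate controls of thapsigargin alone and 5% DMSO vehicle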
MT stabilizer = microtubule stabilization, imaging screen | HeLa tubulin immunostaining HCS, 24 h; share of cells brighter than vehicle mean+2SD | % tubulin-high responders, % at 10 µM | actives 0.83% (n = 200,000) | AID 2205;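 active = plate Z-score above 3 for both tubulin-high and condensed-nucleus cell shares, with cell loss under 80%, at 10 µM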;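 also: anti alpha tubulin signal scored within the nucleus-defined area of each cell; some results filed as inactive read as strong as hits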
WT yeast gro inh = growth inhibition of WT yeast, mitochondrial fusion screen; AID 1362; actives 2.1% (n = 190,000); inhibition, % at 10 µM; mitochondrial fusion phenotypic screen, WT strain; in the data active = inhibition above about 58%; tested in S. cerevisiae
Dynein cargo inh = dynein cargo transport inhibition; 3617.4 mouse cells, GR-EGFP nuclear translocation imaging; test concentration mostly 20 µM; stimulated with dexamethasone, 1 µM; hits give low values; z-score, hits read low; actives 0.47% (n = 220,000);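 active = plate z-score of nuclear minus cytoplasmic receptor signal below a set negative limit, without overly bright fluorescence or cell loss, cut at about -3.5 in these data, passing the limit was not always enough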;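 also: z-score of nuclear minus cytoplasmic ring GR-EGFP intensity difference per well; some compounds called inactive have numbers as strong as hits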
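medium = tetracycline-free induction medium containing charcoal-stripped FBS | probe or stimulus = dexamethasone, 1.0 µM final | timing = 48 h induction, then 1 h compound, then 30 min agonist, 37 °C | detection = automated 10x imaging of fixed Hoechst-stained cells | read-out basis = nuclear versus cytoplasmic GR-EGFP signal, averaged per well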
Insulin prom up = MIN6 insulin promoter up-regulation. MIN6 insulin promoter-GFP reporter, high-content imaging; hits give high values. z-score at 5 µM. actives 0.3% (n = 190,000);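 active = z-score above 3 at 5 µM with at least 500 cells counted in the well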
XIAP antagonists = XIAP antagonists, biochemical, IAP family, fluorescence polarization (AID 1018); XIAP BIR domain, fluorescence polarization peptide displacement; higher % means a stronger effect; displacement, % at 20 µM; hits with a dose series show IC50 in µM; actives 0.007% (n = 200,000); in the data active = displacement above about 50%; also: a part of the inactive calls stands beside numbers as strong as those of hits
bCat nuc transl = modulators of beta-catenin nuclear translocation; HeLa beta-catenin nuclear translocation, immunofluorescence imaging; nuclear translocation activity, % at 5 µM; actives 0.3% (n = 190,000); AID 1665;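 active = nuclear translocation activity above 50% at 5 µM, with a well cell count of 50 or more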;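 also: per-cell ratio of nuclear to cytoplasmic median beta-catenin stain intensity; plate controls were DMSO negative control for no effect and GSK-3 inhibitor IX positive control for full effect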
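assay system = human HeLa cells, endogenous beta-catenin | times = compound treatment 24 h, 37°C, 5% CO2 | detection = Anti-beta-catenin immunofluorescence on PFA-fixed, Triton-permeabilized cells, DAPI nuclei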
Autophagy HCS = alters autophagy in cells; MEF GFP-LC3 puncta imaging; test concentration mostly 10 µM; calls only at 10 µM (by protocol); actives 0.98% (n = 190,000);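 active = percentage of spot-positive cells more than 3 SD above its plate mean, without a fluorescence outlier flag or 80% toxicity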;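 also: spot-positive cell cutoff set from DMSO-treated cells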
WT yeast gro inh mutant strain = recorded beside WT yeast gro inh, whose call it bears; inhibition, %; mitochondrial fusion phenotypic screen, mutant strain inhibition
Dynein cargo inh cytoplasmic EGFP = further read-out of Dynein cargo inh, marked with its call; z-score; measured here: cytoplasmic GR-EGFP intensity; hits give high values
Dynein cargo inh nuclear GR-EGFP = further read-out of Dynein cargo inh, marked with its call; z-score; measured here: nuclear GR-EGFP intensity;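 lower value marks the stronger effect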
Dynein cargo inh cell count = recorded beside Dynein cargo inh, whose call it bears; z-score; measured here: cell count per field
Insulin prom up cell count = recorded beside Insulin prom up, whose call it bears; cell count; measured here: cytotoxicity, nuclei count;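 total cells summed across four imaged fields per well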
Hep lipid drop cells 6.5 µM = recorded beside Hep lipid drop, whose call it bears; cell count; measured here: cell count, cytotoxicity flag;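 cells counted across two imaged fields per well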
bCat nuc transl cell count 5 µM = second read-out of bCat nuc transl, no call of its own (marks repeat the call); cell count; measured here: cell count, cytotoxicity flag
MT stabilizer Hoechst-high % = also measured in MT stabilizer; calls as there; % Hoechst-high responders; measured here: nuclear condensation Hoechst responders;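 share of cells brighter than vehicle mean plus two SD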
MT stabilizer cytotoxicity % = second read-out of MT stabilizer, no call of its own (marks repeat the call); toxicity, %; measured here: cytotoxicity by cell density;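 0% = mean cell density of plate MIN control wells and 100% = no cells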
Autophagy HCS cell loss 18 h = also measured in Autophagy HCS; calls as there; toxicity, %; measured here: cell loss, nuclei count;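 cell loss after 18 h compound exposure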
* hit, by the source's call; i = inactive; · = no result given; + = active, no number. Not a hit list; any-hit rate near 4%.

SMILES	Hep lipid drop	Hep lipid drop cells 6.5 µM	ER stress rescue	MT stabilizer	MT stabilizer Hoechst-high %	MT stabilizer cytotoxicity %	WT yeast gro inh	WT yeast gro inh mutant strain	Dynein cargo inh	Dynein cargo inh cytoplasmic EGFP	Dynein cargo inh nuclear GR-EGFP	Dynein cargo inh cell count	Insulin prom up	Insulin prom up cell count	XIAP antagonists	bCat nuc transl	bCat nuc transl cell count 5 µM	Autophagy HCS	Autophagy HCS cell loss 18 h
O=C(O)c1ccccc1C(=O)Nc1ccccc1	9	673	-1.8%	3.8	2.7	2.2	-9	3	0.21	-0.0011	0.27	-0.22	0.23	1647	-3.6%	-0.8	1073	i	-13
Cc1ccnc(NC(=O)c2ccc(Cl)c([N+](=O)[O-])c2)c1	-8	705	0.1%	6.0	3.8	6.3	4	7	0.29	-0.31	0.096	-0.69	-2	1314	-0.4%	-0.4	1140	i	-1
CCOC(=O)c1[nH]c2ccccc2c1N=CN(CC)CC	2	818	2.8%	3.6	2.5	8.6	19	10	0.71	0.059	0.79	-0.72	·	·	-1.5%	-0.2	1172	i	1
Cc1cc(C)cc(NC(=O)COC(=O)c2n[nH]c3ccccc23)c1	18	701	·	1.3	1.3	6.1	25	13	0.13	-0.21	0.92	-1.6	-0.21	1274	-7.4%	-2.5	1080	i	4
CC1CCN(c2ccc(C(=O)NCc3cccs3)cn2)CC1	·	·	-0.8%	6.1	1.6	7.5	18	5	-1.4	-0.16	-0.57	0.5	0.84	747	-6.7%	-3.0	918	i	17
CC(C)NS(=O)(=O)c1ccc(NC(=O)C(C)Oc2ccc(C(=O)c3ccccc3)cc2)cc1 (stereo not drawn)	-12	581	-0.4%	4.8	2.1	11	-11	-1	-0.47	-0.25	-0.35	1.1	-0.11	1076	-3.1%	1.1	890	i	10
COC(=O)CNC(=O)C(C)NC(=O)OCc1ccccc1 (stereo not drawn)	·	·	2.2%	2.7	3.6	2.8	12	5	0.39	0.04	0.58	-0.68	·	·	-3.1%	·	·	i	-4
O=C1NC(=O)C(c2cn(-c3ccccc3)nc2-c2ccc(F)cc2)N1 (stereo not drawn)	30	723	-1.4%	4.0	2.7	3.9	-7	-10	0.013	-0.26	0.0015	0.26	-0.8	1221	-1.1%	·	·	i	-15
O=C(Nc1nc(-c2ccc3c(c2)OCCO3)cs1)c1ccc(S(=O)(=O)N2CCCCC2)cc1	·	·	-0.2%	1.8	1.2	3.2	21	23	3.4	-0.19	0.95	-0.95	-2.5	929	-10%	1.5	1159	i	-3
CCc1nc(Nc2ccc3c(c2)OCCO3)c2oc3ccccc3c2n1	13	708	4.2%	2.6	2.8	15	42	35	1.2	0.32	0.54	2.1	-2	857	-0.5%	-0.9	1250	i	99

Continued, starting with the last 4 of the part before.
SMILES	Hep lipid drop	Hep lipid drop cells 6.5 µM	ER stress rescue	MT stabilizer	MT stabilizer Hoechst-high %	MT stabilizer cytotoxicity %	WT yeast gro inh	WT yeast gro inh mutant strain	Dynein cargo inh	Dynein cargo inh cytoplasmic EGFP	Dynein cargo inh nuclear GR-EGFP	Dynein cargo inh cell count	Insulin prom up	Insulin prom up cell count	XIAP antagonists	bCat nuc transl	bCat nuc transl cell count 5 µM	Autophagy HCS	Autophagy HCS cell loss 18 h
COC(=O)CNC(=O)C(C)NC(=O)OCc1ccccc1 (stereo not drawn)	·	·	2.2%	2.7	3.6	2.8	12	5	0.39	0.04	0.58	-0.68	·	·	-3.1%	·	·	i	-4
O=C1NC(=O)C(c2cn(-c3ccccc3)nc2-c2ccc(F)cc2)N1 (stereo not drawn)	30	723	-1.4%	4.0	2.7	3.9	-7	-10	0.013	-0.26	0.0015	0.26	-0.8	1221	-1.1%	·	·	i	-15
O=C(Nc1nc(-c2ccc3c(c2)OCCO3)cs1)c1ccc(S(=O)(=O)N2CCCCC2)cc1	·	·	-0.2%	1.8	1.2	3.2	21	23	3.4	-0.19	0.95	-0.95	-2.5	929	-10%	1.5	1159	i	-3
CCc1nc(Nc2ccc3c(c2)OCCO3)c2oc3ccccc3c2n1	13	708	4.2%	2.6	2.8	15	42	35	1.2	0.32	0.54	2.1	-2	857	-0.5%	-0.9	1250	i	99
O=C(O)/C=C/C(=O)c1ccc2c(c1)NC(=O)CO2	28	695	·	3.0	1.6	10	-3	8	0.34	-0.25	0.19	0.32	-0.51	1306	-8.4%	-1.7	1102	i	5
O=C(COc1ccccc1)Nc1ccc2c(c1)C(=O)N(CC1CCCO1)C2=O (stereo not drawn)	5	712	-1.2%	2.9	1.4	7.4	9	3	0.16	-0.33	0.76	0.47	0.11	1439	1.5%	-2.6	1043	i	8
CN(Cc1ccon1)Cc1cn(C)nc1-c1cccc(Cl)c1	-2	771	0.8%	3.2	1.0	2.5	14	-2	0.0085	0.9	0.34	-0.54	1.9	1697	-4.5%	0.1	995	i	5
FC(F)(F)c1cnc(Oc2cccc3ccccc23)c(Cl)c1	7	685	-1.8%	1.9	3.2	4.1	13	8	-0.91	0.029	-0.54	0.33	0.05	1362	0.1%	-4.8	524	i	-4
CCC(O)(CC)C(=O)N/N=C/c1cc(Br)cc(Br)c1O	-4	708	·	·	·	·	·	·	0.52	-0.29	0.14	-0.18	-0.18	1097	·	-0.8	1303	·	·
CCN(CC)CCCC(C)NC(=O)c1cc(=O)c2ccccc2o1 (stereo not drawn)	10	701	2.0%	2.0	2.0	3.1	-6	13	-1.1	-0.35	-0.83	0.45	-0.12	1203	-4.2%	-1.2	1131	i	1
O=C(Cc1coc2ccc3ccccc3c12)Nc1nccs1	13	842	-2.9%	2.0	1.7	8.2	12	18	-0.029	-0.25	-0.13	0.24	·	·	-7.8%	-2.1	1042	i	-6
CCOC(=O)c1ccc(NC(=S)NN2CCN(C)CC2)cc1	-5	667	-1.0%	3.8	3.2	8.6	-1	-35	0.77	-0.14	0.44	0.28	-0.25	1297	-4.0%	-1.7	950	i	-6
COC(=O)c1ccccc1S(=O)(=O)N1CCC(C(=O)OCC(=O)NCC(F)(F)F)CC1	-6	637	-1.1%	5.2	2.4	5.6	-16	4	-0.35	-0.28	0.33	0.43	0.28	1210	-4.6%	-1.9	1059	i	2
COc1ccc(OC)c(-c2cc(C3CCN(c4ncccc4[N+](=O)[O-])CC3)[nH]n2)c1	·	·	0.8%	3.7	2.1	2.1	50	2	-0.63	-0.19	0.51	0.11	1.8	1010	-7.6%	-0.1	770	i	2
CCOCC(=O)Nc1cc(C(=O)OC)ccc1C(=O)OC	-5	743	-2.4%	2.7	2.2	3.6	-2	5	-0.36	-0.22	-0.67	0.67	0.31	1168	-4.6%	-0.2	887	i	-8
CCSc1nc2c(c(=O)[nH]1)C(C(C)C)C(C#N)=C(N)O2 (stereo not drawn)	·	·	-1.4%	4.3	2.4	3.2	14	-1	-0.57	-0.25	-0.2	0.16	-0.39	959	-3.0%	·	·	i	9
CN(Cc1ccccc1)C(=O)CCNS(=O)(=O)c1ccc2c(c1)oc(=O)n2C	-18	657	-2.5%	4.0	4.1	12	-3	-40	-0.64	-0.17	0.1	1.1	-0.72	1847	-0.7%	0.5	1037	i	19
Cc1csc(-c2cnn(-c3ccccc3)c2NC(=O)c2cccc(C(F)(F)F)c2)n1	-80	426	-1.6%	2.3	1.3	5.6	-1	-1	-0.47	-0.24	0.42	1.1	0.46	814	-5.3%	-3.0	1120	i	43
CCOc1ncccc1C(=O)OCc1cccc([N+](=O)[O-])c1	12	698	-1.1%	3.8	2.4	3.4	-3	-23	1.5	-0.29	1.2	-0.81	-0.42	1314	-2.6%	-1.9	1040	i	-3
CSc1nc(-c2ccccc2)cc(C(F)(F)F)c1C#N	-3	689	1.0%	2.9	2.9	11	2	-17	0.15	-0.2	0.22	0.45	-0.08	1388	-3.7%	0.5	1074	i	6
CCOC(=O)N1CCN(CC(=O)n2c(C)c(C)c3ccccc32)CC1	·	·	1.2%	3.4	1.9	6.4	16	-5	0.55	-0.37	0.62	0.054	-0.16	1094	-6.7%	0.2	1193	i	16
CCOc1cccc2cc(-c3csc(NC(=O)CCC(=O)N4CCC(C)CC4)n3)c(=O)oc12	24	850	-0.7%	5.7	20	25	-6	-12	1.3	-0.37	0.55	-0.058	-0.37	800	-5.6%	·	·	+	7.6*
COc1ccc(-c2csc(C)n2)cc1OC	11	825	3.8%	2.4	2.0	0.1	2	-5	0.72	-0.25	0.076	0.067	0.42	1048	-9.5%	·	·	i	-2
O=C(NC(NC(=S)Nc1ccc(Cl)cc1)C(Cl)(Cl)Cl)c1ccco1 (stereo not drawn)	13	707	1.4%	4.6	1.1	7.9	20	-8	2.6	0.44	2.1	-1.8	-0.43	1227	0.0%	-1.3	525	i	7
Cn1c(=O)c([N+](=O)[O-])c(NC2CCS(=O)(=O)C2)c2ccccc21 (stereo not drawn)	-8	682	·	·	·	·	·	·	-0.59	-0.29	-0.23	0.77	-0.72	1031	·	-0.3	1281	·	·
O=C(Nc1cc(C(=O)N2CCCC2)ccc1N1CCCC1)c1ccccc1F	0	816	9.9%	3.3	1.7	8.2	-10	38	-0.25	-0.16	-0.13	-0.66	-0.66	1206	18%	-1.4	1048	i	-7
